PPARg SRC-1 ag = promotes SRC-1 coactivator recruitment by human PPARgamma; activation, % at 8 µM; AID 631; 0.41% of 200,000 active; PPARgamma-SRC-1 coactivator recruitment biochemical assay; in the data active means activation above about 19%;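 further: 0% = DMSO and 100% = reference agonist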
bIAP inhibitor = blocks bovine intestinal alkaline phosphatase activity; purified bovine IAP, CDP-star luminescence, 30 min; inhibition, % at 20 µM; 190,000 tested, under 10 active; AID 1019;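 active means over 50% inhibition of intestinal alkaline phosphatase at 20 µM in the single-dose screen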
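System: purified bovine intestinal alkaline phosphatase (IAP) enzyme; Input: IAP diluted 1/65,000,000 in the well; Measured by: CDP-star luminescence signal; Compound dosing: 20 µM single dose; Incubation: 30 min reaction at room temperature.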
Redox H2O2 prof = compounds producing H2O2 with reducing agent – biochemical, NIH compound library profiling, artefact control for MLSCN library redox annotation, primary screen; activation, % at 10 µM; DTT-dependent redox cycling H2O2, phenol red/HRP absorbance; 100% = 100 µM peroxide control, 0% = buffer; 0.03% of 200,000 active;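 active means activation of at least 50% relative to the plate's high and low controls in the primary single-dose screen; inactive means activation below 50%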;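 further: compound incubated with DTT at 0.8 mM final as the reducing agent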
S1P3 antag = blocks the human S1P3 receptor | Q99500 | CHO S1P3 NFAT-BLA reporter, FRET fluorescence, antagonist mode | inhibition, % at 4.98 µM | 0.27% of 170,000 active | AID 485;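 active means inhibition above the plate cutoff, the mean inhibition of test wells on that plate plus 3 SD, cut at about 28% in these data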;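 further: cells challenged with S1P at its EC80 of 0.8 µM; blue over green emission ratio from cleaved BLA substrate after 4 h stimulation; 0% = S1P-stimulated wells and 100% = unstimulated DMSO-only wells; some compounds past the cut are filed as inactive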
bIAP activator = intestinal alkaline phosphatase (bovine) activation. purified bovine IAP, CDP-star luminescence, 30 min; hits give high values; fold of DMSO-control signal, blank-subtracted. activation factor at 20 µM. 0.17% of 200,000 active;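 active means activation factor of 2 or more at 20 µM, a signal rise over negative controls twice the positive control's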
L major viab = inhibitors of Leishmania major promastigote growth; Leishmania major promastigotes, resazurin fluorescence viability; inhibition, % at 10 µM; 9% of 200,000 active; AID 1063; in the data active means inhibition above about 50%;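 further: promastigotes grown with compound for 44 hours at 28 °C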
PPARg SRC2 recr = promotes SRC-2 coactivator recruitment by human PPARgamma. P37231. PPARgamma LBD-SRC-2 recruitment, biochemical. activation, % at 8 µM. 0.34% of 200,000 active; in the data active means activation above about 22%;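 further: 0% = vehicle and 100% = reference agonist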
ROMK mod = modulates human ROMK potassium channel activity; P48048; Tet-inducible ROMK, thallium flux fluorescence; actives lie on both sides; B-score at 10 µM; 2% of 130,000 active; AID 1918;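 active means signal ratio slope over the read window, or its plate-corrected B-score, at least 3 SD from the plate mean, either direction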;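 further: B-score of the F/F0 ratio slope over 7 to 12 s after thallium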
PPARg SRC3 recr = PPARgamma-driven SRC-3 recruitment agonism; P37231; biochemical PPARgamma/SRC-3 coactivator recruitment assay; activation, % at 8 µM; 0.26% of 200,000 active; AID 731; in the data active means activation above about 23%;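 further: 0% = DMSO and 100% = reference agonist; some compounds past the cut are filed as inactive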
TR-FRET SRC-2 ct = flags TR-FRET format artefacts in PPARgamma SRC-2 recruitment agonist screen; TR-FRET artefact counter-screen; hits give high values; TR-FRET ratio at 8 µM; 0.4% of 200,000 active; in the data active means TR-FRET ratio above about 2000; further: inactives centre near 1500; reference of the scale not given here
TLR4-MyD88 BLA = blocks binding of human TLR4 to MyD88; HeLa CL3-4 TLR4/MyD88 BLA complementation, FRET ratio; inhibition, % at 8.4 µM; 0.18% of 200,000 active; in the data active means inhibition above about 25%;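 further: 0% = vehicle and 100% = reference inhibitor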
Target sequence (O00206 whole entry, looked up): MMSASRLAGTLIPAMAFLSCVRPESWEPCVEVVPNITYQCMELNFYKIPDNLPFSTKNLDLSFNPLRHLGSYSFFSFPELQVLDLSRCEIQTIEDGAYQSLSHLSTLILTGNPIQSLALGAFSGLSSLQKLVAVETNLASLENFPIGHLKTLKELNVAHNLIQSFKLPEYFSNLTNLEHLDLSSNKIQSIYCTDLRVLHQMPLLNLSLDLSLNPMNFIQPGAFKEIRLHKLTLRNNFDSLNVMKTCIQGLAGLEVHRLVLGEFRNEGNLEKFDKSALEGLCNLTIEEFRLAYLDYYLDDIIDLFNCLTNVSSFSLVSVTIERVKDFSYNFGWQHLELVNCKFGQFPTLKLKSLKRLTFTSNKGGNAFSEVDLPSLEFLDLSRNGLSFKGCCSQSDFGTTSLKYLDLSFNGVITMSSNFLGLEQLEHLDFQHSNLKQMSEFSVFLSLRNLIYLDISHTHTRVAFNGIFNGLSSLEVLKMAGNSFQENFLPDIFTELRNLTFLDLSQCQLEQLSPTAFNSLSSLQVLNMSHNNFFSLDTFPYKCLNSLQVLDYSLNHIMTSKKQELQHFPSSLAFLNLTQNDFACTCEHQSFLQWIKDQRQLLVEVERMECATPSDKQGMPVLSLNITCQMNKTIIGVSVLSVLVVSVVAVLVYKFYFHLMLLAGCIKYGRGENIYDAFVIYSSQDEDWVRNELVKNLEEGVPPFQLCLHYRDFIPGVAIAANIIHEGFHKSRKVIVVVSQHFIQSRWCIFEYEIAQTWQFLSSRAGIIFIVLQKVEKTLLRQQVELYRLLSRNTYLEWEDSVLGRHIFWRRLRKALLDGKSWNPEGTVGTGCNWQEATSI
Target sequence (Q99836 whole entry, looked up): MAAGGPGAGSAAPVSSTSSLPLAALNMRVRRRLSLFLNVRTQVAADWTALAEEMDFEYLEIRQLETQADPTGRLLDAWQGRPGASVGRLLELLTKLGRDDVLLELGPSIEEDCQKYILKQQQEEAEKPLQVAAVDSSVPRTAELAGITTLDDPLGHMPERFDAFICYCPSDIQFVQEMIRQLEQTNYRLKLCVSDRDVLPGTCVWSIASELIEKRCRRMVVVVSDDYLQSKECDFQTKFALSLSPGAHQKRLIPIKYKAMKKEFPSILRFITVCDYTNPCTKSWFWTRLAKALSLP
An asterisk follows results filed as active; / = no result given.

entry | Compound | PPARg SRC-1 ag | bIAP inhibitor | Redox H2O2 prof | S1P3 antag | bIAP activator | L major viab
1 | NC(=O)C1CCC(NC(=O)OCc2ccccc2)CC1 (stereo not drawn) | -1 | -2 | 3.2 | -3 | 1 | -4
2 | O=C(COc1ccc(Cl)cc1[N+](=O)[O-])N/N=C/c1cccs1 | 0 | -32 | -1.4 | -10 | 1.3 | 2
3 | Cc1ccc(-n2c(=O)c3ccc(C(=O)NCc4ccco4)cc3n(Cc3ccccc3C#N)c2=O)cc1 | -6 | 15 | 0.3 | -4 | 0.8 | -4
4 | CCN(CC)S(=O)(=O)c1ccc(C(=O)OCC(=O)c2ccc3c(c2)NC(=O)CO3)cc1 | 8 | 4 | 1.8 | / | 1 | -6
5 | Clc1ccc(-c2nnc3ccccn23)cc1 | 5 | 7 | -0.1 | 10 | 0.9 | -5
6 | COc1ccc(NC(=S)N2CCCCCC2)cc1OC | 5 | -11 | -0.8 | -5 | 1.1 | -6
7 | Cn1c(=O)c2c(nc(NCc3cccnc3)n2Cc2ccccc2Cl)n(C)c1=O | 16 | -12 | 0.6 | -19 | 1.1 | 17
8 | COc1ccc(NC(=O)CC2C(=O)N(CCc3ccccc3)C(=S)N2Cc2cccnc2)cc1 (stereo not drawn) | -12 | -3 | 0.8 | / | 1 | 85*
9 | Cc1ccccc1OCC1Cn2c(nc3c2c(=O)[nH]c(=O)n3C)O1 (stereo not drawn) | -3 | -1 | 1.9 | 4 | 1 | -2
10 | COc1ccc(-n2ncc3c(N4CCc5ccccc54)ncnc32)cc1 | 3 | 14 | 0.7 | 13 | 0.9 | 26

entry | PPARg SRC2 recr | ROMK mod | PPARg SRC3 recr | TR-FRET SRC-2 ct | TLR4-MyD88 BLA
1 | 1 | -1 | -4 | 1528 | 8
2 | 0 | -1.2 | 1 | 1608 | 6
3 | 2 | / | -6 | 1492 | 4
4 | -2 | / | -9 | 1474 | 6
5 | 8 | 0.16 | 11 | 1539 | -5
6 | 7 | 0.18 | 5 | 1715 | -2
7 | 2 | 0.9 | 2 | 1432 | 15
8 | 14 | / | -2 | 1874 | -2
9 | 8 | -0.56 | -12 | 1470 | 17
10 | 3 | / | 18 | 1485 | -15

(listing goes on)
entry | Compound | PPARg SRC-1 ag | bIAP inhibitor | Redox H2O2 prof | S1P3 antag | bIAP activator | L major viab
11 | Cc1c(NC(=O)c2cccnc2C(=O)O)cccc1C(=O)O | -7 | 0 | 0.2 | -3 | 1 | -7
12 | Cc1cccc(N=C(NO)c2nonc2N)c1 | 1 | 5 | 0.9 | -27 | 1 | -5
13 | COc1ccc(CC(=O)NCc2nc(-c3ccccc3)no2)cc1 | 0 | 9 | -3.3 | -5 | 0.9 | -7
14 | CC(=O)N(c1ccccc1)c1nc(/C=C/C(=O)Nc2c(C)cc(C)cc2C)cs1 | -2 | 1 | -0.1 | 17 | 1 | 39
15 | Cc1nnc(N(Cc2ccco2)C(=O)c2ccno2)s1 | 6 | 4 | 2.0 | 1 | 1 | -4
16 | CC(C)[C@H](NC(=O)c1cccc(S(=O)(=O)N2CCCC2)c1)c1nc2ccccc2[nH]1 | -5 | 11 | 2.0 | / | 0.9 | -6
17 | Cc1cc(NC(=O)c2cccc(S(=O)(=O)N(C)C)c2)n(-c2ccccn2)n1 | 6 | 10 | -0.1 | / | 0.9 | 2
18 | COc1ccccc1/C=C1\CCCC2=C1Nc1nnnn1C2c1ccccc1OC (stereo not drawn) | 2 | 6 | -0.2 | -7 | 0.9 | 79*
19 | COC(=O)c1cc(OC)c(OC)cc1NC(=O)CN1CCOCC1 | 0 | 9 | -0.2 | 0 | 0.9 | 5
20 | CCN(CC)S(=O)(=O)c1ccc2c(c1)nc(SCC(=O)N1CCCCCC1)n2-c1ccc(OC)cc1 | -10 | 3 | -1.2 | / | 1 | 19

entry | PPARg SRC2 recr | ROMK mod | PPARg SRC3 recr | TR-FRET SRC-2 ct | TLR4-MyD88 BLA
11 | 4 | / | 5 | 1488 | -4
12 | -12 | -0.027 | 0 | 1481 | -5
13 | 6 | -0.044 | -1 | 1404 | 4
14 | -6 | / | 0 | 1416 | -3
15 | 4 | 0.75 | 1 | 1534 | 0
16 | 12 | / | -8 | 1638 | 17
17 | 3 | -0.018 | -5 | 1559 | -1
18 | -5 | -0.069 | -2 | 1510 | -1
19 | 0 | / | 4 | 1621 | -13
20 | -1 | -2.1 | -5 | 1399 | 7

An excerpt of these results, as tab-separated lines:
No.	Molecule	PPARg SRC-1 ag	bIAP inhibitor	Redox H2O2 prof	S1P3 antag	bIAP activator	L major viab	PPARg SRC2 recr	ROMK mod	PPARg SRC3 recr	TR-FRET SRC-2 ct	TLR4-MyD88 BLA
14	CC(=O)N(c1ccccc1)c1nc(/C=C/C(=O)Nc2c(C)cc(C)cc2C)cs1	-2	1	-0.1	17	1	39	-6	/	0	1416	-3
15	Cc1nnc(N(Cc2ccco2)C(=O)c2ccno2)s1	6	4	2.0	1	1	-4	4	0.75	1	1534	0
16	CC(C)[C@H](NC(=O)c1cccc(S(=O)(=O)N2CCCC2)c1)c1nc2ccccc2[nH]1	-5	11	2.0	/	0.9	-6	12	/	-8	1638	17
17	Cc1cc(NC(=O)c2cccc(S(=O)(=O)N(C)C)c2)n(-c2ccccn2)n1	6	10	-0.1	/	0.9	2	3	-0.018	-5	1559	-1
18	COc1ccccc1/C=C1\CCCC2=C1Nc1nnnn1C2c1ccccc1OC (stereo not drawn)	2	6	-0.2	-7	0.9	79*	-5	-0.069	-2	1510	-1

(listing goes on)
entry | Compound | PPARg SRC-1 ag | bIAP inhibitor | Redox H2O2 prof | S1P3 antag | bIAP activator | L major viab
21 | Nc1ccc(Oc2ccc(Cl)cc2)cc1 | 5 | 11 | -0.7 | / | 0.9 | -1
22 | NC(=O)/C=C\c1cn(-c2ccccc2)nc1-c1ccc2c(c1)OCCO2 | -3 | 8 | -0.3 | 7 | 0.9 | 16
23 | CSCCC(NS(=O)(=O)c1ccc2c(c1)oc(=O)n2C)C(=O)NC1CCC(C)CC1 (stereo not drawn) | -4 | 6 | -2.5 | 19 | 0.9 | -5
24 | COc1ccc(N=C2SC(CC(=O)Nc3ccc(OC)cc3OC)C(=O)N2C)cc1 (stereo not drawn) | -7 | -4 | 3.4 | 13 | 1 | 44
25 | CCC(=O)/C=C1/Sc2ccc(OC)cc2N1CCO | 1 | -8 | -0.7 | -5 | 1.1 | -7
26 | O=C(Nc1cccc(F)c1)C1CCN(C(=O)c2ccccc2Cl)CC1 | 1 | 2 | -0.1 | / | 1 | -1
27 | CCOC(=O)c1sc(NC(=O)CSc2nc3c(cc2C#N)CCC3)c(C#N)c1C | 6 | / | 0.7 | 4 | / | -2
28 | C=CCc1cccc2cc(C(=O)NCc3ccc(C(=O)OCC)o3)c(=O)oc12 | -1 | 7 | 0.1 | / | 0.9 | -4
29 | CCN1CCN(C(=S)c2ccc(O)cc2)CC1 | 10 | -5 | -0.5 | -7 | 1.1 | 13
30 | CCN1CCN(C(c2ccccc2)c2nnnn2Cc2ccc(OC)cc2)CC1 (stereo not drawn) | -2 | 0 | -0.5 | -2 | 1 | -4

entry | PPARg SRC2 recr | ROMK mod | PPARg SRC3 recr | TR-FRET SRC-2 ct | TLR4-MyD88 BLA
21 | 6 | -0.8 | 4 | 1704 | 2
22 | -1 | -0.25 | 2 | 1665 | 7
23 | 6 | / | 0 | 1639 | 1
24 | 0 | / | 3 | 1401 | 4
25 | -4 | / | 4 | 1615 | 2
26 | 10 | -0.82 | 13 | 1623 | 8
27 | 4 | / | -8 | 1651 | -7
28 | 0 | 1.8 | -1 | 1373 | -4
29 | 1 | 0.1 | 4 | 1823 | -3
30 | 3 | -1.5 | 4 | 1598 | -13

Other compounds:
entry | Compound | PPARg SRC-1 ag | bIAP inhibitor | Redox H2O2 prof | S1P3 antag | bIAP activator | L major viab
31 | Cn1nc(-c2ccc(N3CCCCC3)c(NC(=O)c3ccco3)c2)c2ccccc2c1=O | 6 | -34 | 3.1 | 16 | 1.3 | 56*
32 | COc1ccc(NC(=O)Cn2cnc3sc(C)c(S(=O)(=O)N4CCOCC4)c3c2=O)c(OC)c1 | -2 | 0 | -2.0 | -14 | 1 | -1
33 | CCOC(=O)CSc1nnc(Cc2ccccc2)n1-c1ccc(C)cc1 | 2 | 20 | 0.7 | / | 0.8 | -7
34 | CCCCNC(=O)CC1C(=O)N(Cc2ccccc2)C(C)c2nc3ccccc3n21 (stereo not drawn) | 8 | 3 | -0.1 | -8 | 1 | 3
35 | Cc1nn(-c2ccccn2)c2c1C(c1c(F)cccc1Cl)C1=C(N2)c2ccccc2C1=O (stereo not drawn) | 3 | 4 | 0.0 | -14 | 1 | 33
36 | Cc1cccc(NC(=O)CCc2ccc(C)o2)c1 | -6 | -3 | -0.2 | 9 | 1 | 3
37 | CCCCc1nc(SCC(=O)Nc2nnc(CCCC)s2)n[nH]1 | 0 | -23 | -0.8 | -7 | 1.2 | -10
38 | CC(=O)Nc1ccc(NC(=O)C2(C)CC2(Cl)Cl)cc1 (stereo not drawn) | -7 | 8 | 0.1 | -15 | 0.9 | -2
39 | O=C(C1CCCCN1S(=O)(=O)c1ccccc1[N+](=O)[O-])N1CCCC1 (stereo not drawn) | -3 | -13 | -1.1 | -12 | 1.1 | 5
40 | CN1CCN(c2ccc(NC(=O)CSc3ccccc3)cc2F)CC1 | -1 | -5 | -6.7 | / | 1 | 4

entry | PPARg SRC2 recr | ROMK mod | PPARg SRC3 recr | TR-FRET SRC-2 ct | TLR4-MyD88 BLA
31 | 9 | / | 5 | 1671 | 3
32 | -5 | 0.81 | 1 | 1601 | 8
33 | 5 | / | 4 | 1590 | -4
34 | 2 | 0.024 | 1 | 1546 | -9
35 | -2 | -0.76 | 5 | 1524 | -16
36 | -4 | 0.018 | 7 | 1364 | -7
37 | 6 | -0.34 | 1 | 1589 | -12
38 | -1 | -0.024 | -1 | 1343 | -8
39 | -2 | 0.0085 | -2 | 1581 | -5
40 | -2 | / | 3 | 1523 | -12

The listing continues.
entry | Compound | PPARg SRC-1 ag | bIAP inhibitor | Redox H2O2 prof | S1P3 antag | bIAP activator | L major viab
41 | Cc1sc2ncnc(N/N=C/c3cccc(O)c3)c2c1C | 7 | -2 | 0.1 | -1 | 1 | 4
42 | CCn1c(SCC(=O)Nc2nonc2C)nnc1-c1ccco1 | -2 | 10 | 1.6 | -42 | 0.9 | -6
43 | COc1ccc(/C=N/NC(=O)c2nc(-c3ccccc3)n(-c3ccccc3)n2)cc1OC | 6 | -11 | 0.3 | 10 | 1.1 | -3
44 | CC(C)(CO)CNC(=O)CCc1nnc(Cc2ccc(-c3ccccc3)cc2)o1 | -5 | -14 | -1.4 | 7 | 1.1 | -3
45 | Clc1ccccc1Cn1nnc2c(N3CCCC3)ncnc21 | 11 | -3 | -0.5 | 4 | 1 | -4
46 | NC1=C([N+](=O)[O-])C(c2ccc(F)cc2)C2=C(CCCC2=O)O1 (stereo not drawn) | 5 | 8 | -0.2 | -1 | 0.9 | -6

entry | PPARg SRC2 recr | ROMK mod | PPARg SRC3 recr | TR-FRET SRC-2 ct | TLR4-MyD88 BLA
41 | 5 | 0.23 | 5 | 1437 | -7
42 | -3 | / | 5 | 1657 | -4
43 | -7 | / | 0 | 1649 | -8
44 | -5 | 0.62 | 2 | 1502 | -6
45 | 1 | / | 4 | 1651 | 2
46 | -1 | 0.46 | 1 | 1634 | -4

Compound activity: PubChem BioAssay, several laboratories
